Screening data from PubChem BioAssay.
AMA1-RON2 inh: disrupts binding of P. falciparum AMA1 to RON2. AlphaScreen AMA1-biotinylated RON2 peptide binding. Potency, µM (series often up to 58.2 µM), inactives show at the top dose activity change, negative = inhibition, usual class: inhibitors. 360,000 compounds, 0.2% hits. AID 720542;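 also: potency is read from the fitted curve at half-maximal effect; 0% = vehicle wells and -100% = peptide control; nearly all actives have a fitted effect of over 45% in size; some results filed as inactive show a strong effect at the top dose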
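AMA1 (3D7) with his tag at 25 nM final met compounds first, then biotinylated RON2 peptide at 25 nM; detection used donor plus acceptor beads, 10 µg/mL apiece, read by AlphaScreen after 30 min at room temperature.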
HCV inh: HCV inhibition; Huh7.5.1 HCVcc-Cre infection, luciferase reporter, 44 h; Potency, µM (top dose mostly 41.8 µM), without a hit: at the highest dose activity change, negative = inhibition, usual class: inhibitors; 340,000 compounds, 3.4% hits; AID 651820; also: potency is read from the fitted curve at half-maximal effect
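After 44 h co-culture of compound, cells and HCVcc-Cre (~0.5 moi), substrate is added for 15 min at room temperature and luciferase measured over 15 sec. Cells were seeded at 1,000/well and pre-cultured 4 h.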
LmPK inhibitor: blocks Leishmania mexicana pyruvate kinase activity. Q27686. purified LmPK, Kinase-Glo ATP luminescence, 1 h. Potency, µM (highest dose often 57.5 µM), for the others: at the top dose activity change, negative = inhibition, most hits filed as inhibitors. 290,000 compounds, 0.37% hits. AID 1721; also: potency is read from the fitted curve at half-maximal effect
Target sequence (Q27686 whole entry, looked up): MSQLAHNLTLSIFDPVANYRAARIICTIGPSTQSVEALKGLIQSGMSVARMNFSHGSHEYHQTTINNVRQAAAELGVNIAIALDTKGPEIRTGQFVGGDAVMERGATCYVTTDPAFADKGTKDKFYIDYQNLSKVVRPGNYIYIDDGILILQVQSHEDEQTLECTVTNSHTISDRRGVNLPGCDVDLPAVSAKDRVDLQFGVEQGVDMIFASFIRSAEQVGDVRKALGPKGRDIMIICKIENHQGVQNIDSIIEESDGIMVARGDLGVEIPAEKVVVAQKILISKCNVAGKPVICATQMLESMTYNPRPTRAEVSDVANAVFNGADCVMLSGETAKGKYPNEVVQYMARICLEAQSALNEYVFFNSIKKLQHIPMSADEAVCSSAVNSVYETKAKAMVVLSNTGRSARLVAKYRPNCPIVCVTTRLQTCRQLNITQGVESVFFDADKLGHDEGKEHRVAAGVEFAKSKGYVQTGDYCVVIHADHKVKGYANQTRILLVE
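0.1 nM LmPK, 0.5 mM PEP, 0.1 mM ADP; 50 mM imidazole pH 7.2, 7 mM MgCl2, 50 mM KCl; 1 h RT. Kinase-Glo luminescence readout, normalized to no-enzyme (full inhibition) and uninhibited wells.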
AmpC detergent: blocks E. coli AmpC beta-lactamase in detergent assay. 370,000 compounds, 0.041% hits. Potency, µM (series often up to 114 µM), inactives show at the top dose activity change, negative = inhibition, actives largely listed as inhibitors. P00811. AmpC hydrolysis of nitrocefin, absorbance 480 nm, 0.01% Triton;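 also: potency is read from the fitted curve at half-maximal effect; 0% = no-compound wells and -100% = no-enzyme wells; nearly all actives have a fitted effect of over 25% in size; some results filed as inactive show a strong effect at the top dose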
Target sequence (P00811 whole entry, looked up): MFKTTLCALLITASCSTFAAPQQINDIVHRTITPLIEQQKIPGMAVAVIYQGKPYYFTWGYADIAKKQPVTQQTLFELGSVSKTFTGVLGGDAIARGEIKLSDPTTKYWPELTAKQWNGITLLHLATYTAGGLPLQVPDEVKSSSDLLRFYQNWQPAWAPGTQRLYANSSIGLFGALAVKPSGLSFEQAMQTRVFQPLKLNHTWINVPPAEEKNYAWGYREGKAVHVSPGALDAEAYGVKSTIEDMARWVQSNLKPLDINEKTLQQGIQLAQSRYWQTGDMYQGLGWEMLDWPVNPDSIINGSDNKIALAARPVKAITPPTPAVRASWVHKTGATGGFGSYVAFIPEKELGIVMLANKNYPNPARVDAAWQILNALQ
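AmpC (5.3 nM in the dispensed reagent) in 20 mM phosphate pH 7.0 with 0.01% (detergent screen) or 0.0001% Triton X-100 was preincubated with compounds for 15 min at room temperature. Nitrocefin was then added from an 800 uM solution, and hydrolysis was followed at 480 nm.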
AmpC no deterg: blocks E. coli AmpC beta-lactamase in detergent-free assay; AmpC nitrocefin hydrolysis, absorbance 480 nm, 0.0001% Triton; Potency, µM (titrated, usually from 57.1 µM), for the others: at the highest dose activity change, negative = inhibition, most hits filed as inhibitors; P00811; 330,000 compounds, 0.52% hits;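 also: potency is read from the fitted curve at half-maximal effect; plate controls were no compound for no effect and no enzyme for full effect; nearly all actives have a fitted effect of over 20% in size; some results filed as inactive show a strong effect at the top dose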
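20 mM phosphate pH 7.0 + 0.01% (detergent screen) or 0.0001% Triton X-100; 5.3 nM AmpC reagent; cpd preinc 15 min RT; nitrocefin (800 uM stock) to start; A480 q20 s × 4 min; Activity was normalised to no-enzyme and no-compound control wells.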
Tb PYK inh: T. brucei pyruvate kinase inhibition; Q57TT1; AID 624173; Potency, µM (doses to about 76.8 µM), inactives show top-dose activity, negative = inhibition, most hits filed as inhibitors; 410,000 compounds, 0.12% hits; TbPYK enzyme, Kinase-Glo Plus ATP luminescence, 45 min; also: potency is read from the fitted curve at half-maximal effect; nearly all actives have a fitted effect of over 50% in size
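In this concentration-response screen, enzyme-free wells defined baseline while DMSO plates tracked drift. Each reaction combined TbPYK, substrate, compound and 130 uM ADP for 45 min at room temperature. Kinase-Glo Plus luminescence gave the signal.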
HCMV antiviral: human cytomegalovirus inhibition | 410,000 compounds, 4.5% hits | HFF cells, HCMV-luciferase reporter, 72 h; stronger effect = lower value | activity change, negative = inhibition, % at 57.5 µM; in the data active = activity change below about -60%; inconclusive = no clear call, values can overlap the other calls; inactive = above about -39%
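Compounds were evaluated in HFFs infected with an HCMV luciferase reporter virus (MOI 1 PFU/cell). Luciferase in lysates collected 72 h post infection served as the replication measure.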
* hit, by the source's call; ? = inconclusive; · = not tested or not shown; & = joins results of further samples; [ ] = another dose, or the depositor's remark. Unless noted, calls follow the shape of the dose curve; as a rule, active = well fitted curve in the direction sought with a large enough effect; inconclusive = small, poorly fitted or top-dose-only effect, or another doubt; inactive = no such curve, though single readings can be large; an effect the other way counts as inactive or inconclusive. Unless noted, % is scaled to controls: 0 for no effect and ±100 for the full control effect.

canonical_smiles	AmpC detergent	AmpC no deterg	Tb PYK inh	AMA1-RON2 inh	HCV inh	LmPK inhibitor	HCMV antiviral
N#CCCSCc1ccc(C(=O)O)o1	?	-13%	2%	-3%	3%	-1%	2
COc1ccc(Cl)cc1S(=O)(=O)N1CCN(C)CC1	-11%	-6%	0%	15%	9%	5%	23
Cc1csc(SCC(=O)N2CCCC2)n1	?	-9%	3%	1%	-5%	-1%	-71*
CCOC(=O)c1c(C)[nH]c(C)c1C(=O)COC(=O)c1cccc(C)c1O	-8%	-14%	1%	3%	-16%	0%	17
CCC(C(=O)NCCCc1ccccc1)c1ccccc1 (stereo unspecified)	-5%	-15%	-10%	-3%	7%	1%	?
CCc1ccc(C(=O)NNC(=O)c2ccc(=O)n(C)n2)cc1	-3%	3%	5%	8%	9%	-8%	-22
Cc1csc(C(=O)NCC(=O)NNC(=O)c2cccc(Cl)c2)c1	-1%	-16%	-5%	80%[activator]	14%	-1%	0
COc1cc(/C=C/C(=O)O)cc(S(=O)(=O)Nc2cccc(S(=O)(=O)N3CCOCC3)c2)c1OC	5%	-18%	0%	-10%	21%	0%	-25
O=C(NCCc1csc(-c2cccnc2)n1)c1ccccc1Br	-5%	-10%	-2%	-3%	-19%	1%	?
COc1cc(/C=C/C(=O)NCC2CCCCC2)cc(OC)c1OC	7%	78%[activator]	-2%	-6%	?	5%	52
O=C(N/N=C/c1cccn1-c1ccccc1)c1ccncc1	-13%	-16%	3%	1%	?	1%	-23
O=C(O)CCCn1cc(NC(=O)COc2ccccc2[N+](=O)[O-])cn1	7%	-15%	1%	0%	18%	-2%	-25
O=C1C2CCCN2C(c2ccccc2)N1c1ccc(Cl)cc1 (stereo unspecified)	?	-5%	4%	-12%	2%	-3%	-97*
O=C(CN1CCN(c2ccccc2F)CC1)N1CCc2ccccc21	1%	-3%	2%	5%	-12%	-8%	-1
COc1ccc(-c2noc(CCC(=O)Nc3cc(Cl)c(OC)cc3OC)n2)cc1	-7%	13%	0%	-4%	4µM*	-4%	-38
NNC(=O)c1sc(-c2ccc(Cl)cc2)cc1N	-10%	-18%	-8%	36%[activator]	19%	5%	-12
CCCOC(=S)N/C(=N\S(=O)(=O)c1ccccc1)c1ccccc1	-11%	-12%	7%	-2%	10%	1%	44
CC(=O)Nc1ccc(NC(=S)NC(=O)c2ccc([N+](=O)[O-])c(C)c2)cc1	5%	-3%	-2%	41%[activator]	-8%	1%	54
CCOC(=O)C1=C(C)N(C)C(=S)NC1c1ccc(Cl)cc1 (stereo unspecified)	-5%	-9%	-2%	-1%	?	5%	?
CSCCNC(=O)c1ccc2nc(Cc3ccccc3F)oc2c1	5%	-7%	-2%	23%	-20%	-1%	159

Copied from the entries so far, 2 compounds:
canonical_smiles	AmpC detergent	AmpC no deterg	Tb PYK inh	AMA1-RON2 inh	HCV inh	LmPK inhibitor	HCMV antiviral
Cc1csc(C(=O)NCC(=O)NNC(=O)c2cccc(Cl)c2)c1	-1%	-16%	-5%	80%[activator]	14%	-1%	0
COc1cc(/C=C/C(=O)O)cc(S(=O)(=O)Nc2cccc(S(=O)(=O)N3CCOCC3)c2)c1OC	5%	-18%	0%	-10%	21%	0%	-25

Further compounds.
canonical_smiles	AmpC detergent	AmpC no deterg	Tb PYK inh	AMA1-RON2 inh	HCV inh	LmPK inhibitor	HCMV antiviral
O=C(COC(=O)COc1ccc(Cl)cc1)NC1CCCCC1	-4%	1%	2%	-14%	3%	0%	25
O=C1c2cc(O)c(O)cc2S(=O)(=O)C1c1ccccc1 (stereo unspecified)	-12%	-16%	-2%	-1%	-21%[8.37 µM]	·	7
O=C1Nc2cccnc2Sc2ccccc21	-13%	-20%	-5%	-8%	-10%	-9%	-31
O=C(OCC(=O)N(Cc1ccccc1)C1CCS(=O)(=O)C1)c1cc2c(s1)CCCC2 (stereo unspecified)	-9%	70%[activator]	-1%	-1%	6%	2%	-16
CC(C)Oc1ccc(C(=O)NC2CCCCC2)cc1	1%	-20%	-4%	29%	0%	-11%	43
CC(=O)/C(N=Nc1cc2c(c([N+](=O)[O-])c1C)C(C)(C)CC2(C)C)=C(\C)O	-10%	43%	-8%	-9%	?	2%	11
CCN(CC)C(=O)Cn1cc(C(=O)C(=O)N2CCN(c3ccc([N+](=O)[O-])cc3)CC2)c2ccccc21	7%	144%[activator]	1%	-11%	?	2%	-12
Cn1c(N)c(C(=O)COC(=O)c2ccc(Cl)c(S(=O)(=O)N3CCCC3)c2)c(=O)n(C)c1=O	-4%	107%[activator]	-1%	-1%	?	9%	-16
CC(C)Cc1ccc(CN2CCCC(NC(=O)c3ccoc3)C2)cc1 (stereo unspecified)	2%	43%	7%	-19%	?	1%	-33
CCOC(=O)C1=C(C)NC(=O)NC1/C(C)=C/c1ccccc1 (stereo unspecified)	?	-10%	-5%	2%	-5%	-7%	-35
COc1cc(OC)nc(NC(=O)COC(=O)C2CCCCC2)n1	-9%	-9%	0%	0%	10%	-2%	-33
CSc1cccc(NC(=S)N(CCCN2CCC(C)CC2)Cc2cccs2)c1	-3%	25%	2%	-13%	2%	0%	51
C=CCN(CC=C)Cc1cc(=O)n2c(-c3ccccc3)csc2n1	-7%	-13%	5%	6%	-8%	8%	59
CC(C)(C)n1cnc2cc(NCc3ccccc3Cl)ccc21	-1%	·	-1%	·	·	·	-4
O=C(CCN1CCOCC1)NNC(=S)NC(=O)c1ccc(Br)cc1	3%	-20%	-11%	75%[activator]	10%	8%	-22
CCOc1ccccc1NC(=O)CCS(=O)(=O)c1cccc2nsnc12	-17%&5%	2%	5%&-21%	11%	6%	-6%	7&-17
O=C(O)c1cc(-c2cccc3ccccc23)nc2ccccc12	1%	-11%	0%	-1%	3%	-1%	-31
CNc1ccc(/C=C\CCCO)cn1	·	·	0%	3%	·	·	34
O=C(c1ccco1)N1CCCC(c2nc(-c3ccc(S(=O)(=O)NCc4ccccc4)cc3)no2)C1 (stereo unspecified)	-3%	-40%	6%	-8%	?	8%	-88*
COc1ccc(N(C)C(=O)CN(C)S(=O)(=O)c2ccc3c(c2)c(=O)n(C)c(=O)n3C)c(OC)c1	-11%	64%[activator]	0%	4%	14%	0%	-40
O=C(O)c1ccc(Cl)c(NC(=S)NC(=O)c2ccccc2[N+](=O)[O-])c1	3%	-27%	-14%	8%	10%	0%	9
CCCCCn1c(CN2CCN(Cc3ccccc3)CC2)nc2c1c(=O)[nH]c(=O)n2C	1%	93%[activator]	-13%	12%	-2%	3%	-69*
N#Cc1cc(-c2ccccc2)cn(Cc2c(Cl)cccc2Cl)c1=O	0%	?	-2%	-5%	-3%	5%	?
COc1cccc(C2C(C(N)=O)=C(C)Nc3nc(CCCO)nn32)c1 (stereo unspecified)	-6%&11%	5%	6%&4%	8%	2%	-7%	89&-21
COc1ccc(CCN2C(=O)C3C(C2=O)C2C=CC3C23CC3)cc1OC (stereo unspecified)	-5%	27%	-1%	13%	18%	4%	0
COc1ccc(-c2nn(-c3ccccc3)cc2C(=O)Nc2cccc(C(=O)O)c2)cc1[N+](=O)[O-]	-3%	3.5µM*	2%	0%	6%	-1%	2
CCn1cc(CN(C)S(=O)(=O)c2ccc3ccccc3c2)c(C)n1	0%	71%[activator]	2%	-14%	7.9µM*	5%	-68*
Cc1nc(NC2=NCN(Cc3cccnc3)CN2)nc2ccccc12	?	-7%	?	4%	6%	-1%	42
CCS(=O)(=O)N1CCC(C(=O)Nc2ccc(C(C)=O)cc2)CC1	-14%	-3%	2%	2%	-2%	-7%	60
O=S(=O)(Nc1ccon1)c1ccc(Br)s1	-5%	-14%	-10%	-13%	18%	-10%	7
CCOc1ccc(NC(=O)CSc2oc(-c3ccco3)nc2S(=O)(=O)c2ccc(C)cc2)cc1	9%	·	-4%	·	·	·	14
C[C@@H]1CCC[C@@]2(O[C@H](CCO)C[C@@H](O)[C@@H]2O)O1	?	-15%	-2%	-2%	-1%[8.37 µM]	-2%	-7
O=C(CC1CC2CCC1C2)NCCc1ccc(Cl)cc1 (stereo unspecified)	?	5%	1%	-5%	-6%	1%	-13
CC(C)(C)OC(=O)N[C@H]1C=C[C@@H](OC(=O)CC(=O)OCC(F)(F)F)C1	·	7%	0%	-6%	4%	·	21
CCOC(=O)NNC1CC(=O)N(c2ccccc2)C1=O (stereo unspecified)	-12%	-12%	-7%	0%	9%	3%	-3
Cc1ccc(S(=O)(=O)N2CCCC(C(=O)N3CCCc4ccccc43)C2)cc1 (stereo unspecified)	1%	-13%	4%	-2%	-8%	1%	-11
CCN(CC)c1ccc(/C=N/NC(=O)c2ccc([N+](=O)[O-])cc2)cc1	3%	-24%	0%	-1%	-28%	0%	60
COCCCNC(=O)c1sc2nc(C)c(C(=O)Nc3ccc(C)cc3C)c(-c3ccc(Br)cc3)c2c1N	-6%	·	-3%	·	·	·	-18
O=C(c1cnc2n(c1=O)CCS2)N1CCN(c2ccc(Cl)c(Cl)c2)CC1	-5%	34%	5%	19%	10%	-1%	·
Cc1nn(Cc2ccccc2Cl)c(Cl)c1C(=O)O	7%	-13%	4%	0%	5%	2%	7

Among those listed so far, these contain a cyano group:
canonical_smiles	AmpC detergent	AmpC no deterg	Tb PYK inh	AMA1-RON2 inh	HCV inh	LmPK inhibitor	HCMV antiviral
N#CCCSCc1ccc(C(=O)O)o1	?	-13%	2%	-3%	3%	-1%	2
N#Cc1cc(-c2ccccc2)cn(Cc2c(Cl)cccc2Cl)c1=O	0%	?	-2%	-5%	-3%	5%	?

More compounds follow:
canonical_smiles	AmpC detergent	AmpC no deterg	Tb PYK inh	AMA1-RON2 inh	HCV inh	LmPK inhibitor	HCMV antiviral
Cc1cc2ncc(-c3ccccc3)nc2cc1C	-1%	-5%	-9%	-3%	-5%	-30%	67
COc1cc(OC)cc(-c2sc3ccc(OC)cc3c2-c2ccc3cc[nH]c3c2)c1	·	-22%	-6%	-9%	?	·	-16
N#Cc1ccc(-c2ccco2)nc1SCc1ccccc1	-9%	-36%	-1%	6%	?	5%	-31
Cc1ccccc1NC(=O)OCc1cccnc1Oc1ccc(Cl)cc1	0%	-21%	0%	5%	?	-5%	-17
Cc1ccc(-c2nnc(SC(C)C(=O)NCC3CCCO3)nc2-c2ccc(C)cc2)cc1 (stereo unspecified)	-10%	191%[activator]	-3%	-25%	?	·	-19
Cc1ccccc1OCC(=O)N/N=C/c1ccccn1	2%	-16%	2%	101%[activator]	17%	3%	-26

This is a random part of the collection; overall some 7.5% were active at least once.
